# Screening results from PubChem BioAssay.
# AmpC inh no detg = qHTS Inhibitors of AmpC Beta-Lactamase (assay without detergent) | actives 0.52% (n = 330,000) | P00811 | AmpC nitrocefin hydrolysis, absorbance 480 nm, 0.0001% Triton | Potency, µM (series often up to 57.1 µM), without a hit: at the highest dose activity change, negative = inhibition, actives largely listed as inhibitors;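 further: potency means the concentration at half of the fitted maximal effect; plate controls were no compound for no effect and no enzyme for full effect; nearly all actives have a fitted effect of over 20% in size; some results filed as inactive show a strong effect at the top dose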
# Target sequence (P00811 whole entry, looked up): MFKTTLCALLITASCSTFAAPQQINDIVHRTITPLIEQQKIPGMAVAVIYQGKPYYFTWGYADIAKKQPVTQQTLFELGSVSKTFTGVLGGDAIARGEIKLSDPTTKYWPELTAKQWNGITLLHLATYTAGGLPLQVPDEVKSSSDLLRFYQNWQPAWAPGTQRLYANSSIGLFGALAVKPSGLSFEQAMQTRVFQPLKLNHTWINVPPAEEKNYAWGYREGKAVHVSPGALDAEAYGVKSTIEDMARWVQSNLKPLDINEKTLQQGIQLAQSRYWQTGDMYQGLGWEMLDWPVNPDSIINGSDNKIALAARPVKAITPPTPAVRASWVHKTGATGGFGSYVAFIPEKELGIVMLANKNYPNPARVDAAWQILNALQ
#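 20 mM phosphate pH 7.0 + 0.01% (detergent screen) or 0.0001% Triton X-100; 5.3 nM AmpC reagent; cpd preinc 15 min RT; nitrocefin (800 uM stock) to start; A480 q20 s × 4 min; Activity was normalised to no-enzyme and no-compound control wells.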
# HCV inh = qHTS Assay for Inhibitors of Hepatitis C Virus (HCV); AID 651820, 2012; Huh7.5.1 HCVcc-Cre infection, luciferase reporter, 44 h; actives 3.4% (n = 340,000); Potency, µM (highest dose often 41.8 µM), for inactives: at the top dose activity change, negative = inhibition, hits mostly inhibitors; further: potency means the concentration at half of the fitted maximal effect
#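 Reporter virus HCVcc-Cre (~0.5 moi) infects cells exposed to compound; seeding density 1,000 cells/well with 4 h settling beforehand. Luminescence, 15 sec read, taken 44 h post-infection following a 15 min RT substrate incubation.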
# Giardia FBPA inh = qHTS Assay for Inhibitors of Fructose-1,6-bisphosphate Aldolase from Giardia Lamblia; actives 0.71% (n = 290,000); purified Giardia FBPA; A8B2U2; Potency, µM (titrated, usually from 59.6 µM), for inactives: top-dose activity, negative = inhibition, actives largely listed as inhibitors; further: potency means the concentration at half of the fitted maximal effect; nearly all actives have a fitted effect of over 55% in size
# Target sequence (A8B2U2 whole entry, looked up): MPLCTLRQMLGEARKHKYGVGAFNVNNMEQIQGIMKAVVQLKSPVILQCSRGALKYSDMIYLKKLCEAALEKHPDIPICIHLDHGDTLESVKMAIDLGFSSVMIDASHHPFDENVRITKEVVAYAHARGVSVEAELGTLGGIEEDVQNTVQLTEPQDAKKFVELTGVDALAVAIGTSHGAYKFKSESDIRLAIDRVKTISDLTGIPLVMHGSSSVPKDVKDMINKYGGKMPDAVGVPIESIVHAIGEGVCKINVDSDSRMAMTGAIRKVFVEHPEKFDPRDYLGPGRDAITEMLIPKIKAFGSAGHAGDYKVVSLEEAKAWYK
#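 40 nM FBPA preincubated 10 min at RT with compound (up to 57.5 uM final), then substrate plus GAPDH/TPI/NAD/arsenate coupling and diaphorase/resazurin added. Fluorescence read after 20 min at RT, 525/598 nm.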
# HCMV antiviral = qHTS Assay for inhibitors of the human cytomegalovirus (HCMV). HFF cells, HCMV-luciferase reporter, 72 h; stronger effect = lower value. activity change, negative = inhibition, % at 57.5 µM. actives 4.5% (n = 410,000); in the data active means activity change below about -60%; inconclusive means no clear call, values can overlap the other calls; inactive means above about -39%
#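 Compounds were evaluated in HFFs infected with an HCMV luciferase reporter virus (MOI 1 PFU/cell). Luciferase in lysates collected 72 h post infection served as the replication measure.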
# * hit, by the source's call; ? = inconclusive; . = no result given; & = joins results of further samples; ! = repeats disagree; [ ] = remark or other dose. Unless noted, the call rests on the fitted dose curve; in most records, active means well fitted curve in the direction sought with a large enough effect; inconclusive means small, poorly fitted or top-dose-only effect, or another doubt; inactive means no such curve, though single readings can be large; an effect the other way counts as inactive or inconclusive. Unless noted, on the % scale 0 is the no-effect control and ±100 the full control effect.
1	COC(=O)[C@@]1(Cc2ccc(F)cc2)[C@H]2c3cc(C(=O)N4CCCC4)n(CCF)c3C[C@H]2CN1C(=O)c1ccccc1
2	CCCCCCCCCCCCCCCC(=O)OCC(NC(=O)C(Cl)Cl)C(O)c1ccc([N+](=O)[O-])cc1 (stereo not drawn)
3	O=C(c1ccc(C(F)(F)F)cc1)N1CCC(=O)N([C@H](COCc2ccc(Cl)cc2)Cc2ccccc2)CC1
4	COC(=O)[C@@]1(Cc2ccc(OC)cc2)[C@H]2c3cc(C(=O)N4CCCC4)n(C[C@H](O)CO)c3C[C@H]2CN1C(=O)c1ccccc1
5	CCN(CC)CCSC(=O)C(c1ccccc1)c1ccccc1
6	CCN(CC)CCOc1ccc2c(c1)C(=O)c1cc(OCCN(CC)CC)ccc1-2
7	O=C1C2CCN(CC2)C1(CO)CO
8	C[n+]1cc2c3c(ccc2c2ccc4cc5c(cc4c21)OCO5)OCO3
Assay by compound	1	2	3	4	5	6	7	8
AmpC inh no detg	.	.	.	.	.	.	.	.
HCV inh	.	.	.	.	.	.	.	.
Giardia FBPA inh	-10%	-7%	1%	0%	-11%	0%	0%&2%&1%	6.3µM*!
HCMV antiviral	?	-9	26	0	4	?	-10	-98*

# A portion of the results above, for reference:
1	COC(=O)[C@@]1(Cc2ccc(F)cc2)[C@H]2c3cc(C(=O)N4CCCC4)n(CCF)c3C[C@H]2CN1C(=O)c1ccccc1
2	CCCCCCCCCCCCCCCC(=O)OCC(NC(=O)C(Cl)Cl)C(O)c1ccc([N+](=O)[O-])cc1 (stereo not drawn)
3	O=C(c1ccc(C(F)(F)F)cc1)N1CCC(=O)N([C@H](COCc2ccc(Cl)cc2)Cc2ccccc2)CC1
Assay by compound	1	2	3
AmpC inh no detg	.	.	.
HCV inh	.	.	.
Giardia FBPA inh	-10%	-7%	1%
HCMV antiviral	?	-9	26

# (list continues)
9	C=CCc1ccc2c(c1)OCO2
10	COC(=O)[C@@]1(Cc2ccc(OC)cc2)[C@H]2c3cc(C(=O)N4CCCC4)n(Cc4ccsc4Br)c3C[C@H]2CN1C(=O)c1ccccc1
11	Cc1cccc(C(=O)N2CCC(=O)N([C@H](COCc3cccc(C(F)(F)F)c3)Cc3ccccc3)CC2)c1
12	COC(=O)[C@@]1(Cc2ccc(F)cc2)[C@H]2c3cc(C(=O)N4CCCC4)n(CCc4ccc(OC)c(Br)c4)c3C[C@H]2CN1C(=O)c1ccccc1
13	O=C(Nc1ncnc2c1C(c1ccccc1)c1c(ccc3ccccc13)O2)c1ccccc1 (stereo not drawn)
14	CC(=O)N1CCN(c2ccc(NCc3ccc(-c4ccc(Br)cc4)o3)cc2)CC1
15	COc1ccc(C2=Nn3c(nnc3-c3ccccc3OC)SC2)cc1OC1CCOC1 (stereo not drawn)
16	COc1ccc(C2=Nn3c(nnc3-c3ccccc3F)SC2)cc1OC1CCCC1
Assay by compound	9	10	11	12	13	14	15	16
AmpC inh no detg	.	.	.	.	-18%	169%[activator]	60%	12%
HCV inh	.	.	.	.	.	.	.	.
Giardia FBPA inh	2%	-1%	-5%	-8%	.	.	.	.
HCMV antiviral	13	1	9	-7	-39	-80*	-90*	-75*

17	c1ccc(-c2nc(SCc3nc4ccccc4[nH]3)c3oc4ccccc4c3n2)cc1
18	CC1(C)CCc2cc(S(=O)(=O)N3CCN(S(=O)(=O)c4c(F)cccc4F)CC3)ccc2O1
19	C[C@@H]1CN(S(=O)(=O)c2ccc3c(c2)OCCO3)CCN1S(=O)(=O)c1c(F)cccc1F
20	FC(F)Oc1ccc(C2=Nn3c(nnc3-c3ccccc3Cl)SC2)cc1OCC1CC1
21	O=S(=O)(c1ccc2c(c1)OCCO2)N1CCN(S(=O)(=O)c2ccccn2)CC1
22	Cc1cc(F)cc(C)c1Cn1cnc2c(cnn2C(C)(C)C)c1=O
23	O=S(=O)(c1cccc(Br)c1)N1CCN(S(=O)(=O)c2ccc3c(c2)OCCO3)CC1
24	CC(=O)Nc1sc2c(c1-c1nc3ccccc3s1)CN(C(C)C)CC2
Assay by compound	17	18	19	20	21	22	23	24
AmpC inh no detg	-29%	-6%	1%	-22%	-11%	-14%	-30%	74%[activator]
HCV inh	.	.	.	.	.	.	.	.
Giardia FBPA inh	.	.	.	.	.	.	.	.
HCMV antiviral	5	53	-25	21	10	-5	-5	-97*

# Three records picked at random from the list so far:
23	O=S(=O)(c1cccc(Br)c1)N1CCN(S(=O)(=O)c2ccc3c(c2)OCCO3)CC1
22	Cc1cc(F)cc(C)c1Cn1cnc2c(cnn2C(C)(C)C)c1=O
17	c1ccc(-c2nc(SCc3nc4ccccc4[nH]3)c3oc4ccccc4c3n2)cc1
Assay by compound	23	22	17
AmpC inh no detg	-30%	-14%	-29%
HCV inh	.	.	.
Giardia FBPA inh	.	.	.
HCMV antiviral	-5	-5	5

# (list continues)
25	O=S(=O)(c1c(F)cccc1F)C1CCN(S(=O)(=O)c2ccc3c(c2)OCCO3)CC1
26	Cn1nnnc1Sc1ncnc2scc(-c3ccsc3)c12
27	O=C(NNC(=O)c1cc2ccccc2[nH]1)OCc1ccccc1
28	O=S(=O)(NC1CCN(S(=O)(=O)c2c(F)cccc2F)CC1)c1ccc2c(c1)OCCO2
29	N#CN1CCC(NS(=O)(=O)c2ccc(C(F)(F)F)cc2)CC1
30	O=C(O)c1ccc(-c2noc(-c3cccc(Cl)c3)n2)cc1
31	Cc1ccc2nc(CSc3nc(C)nc4c3oc3ccccc34)[nH]c2c1
32	COC(=O)C1(C(=O)OC)C(C(=O)c2ccccc2)C1c1ccccc1 (stereo not drawn)
Assay by compound	25	26	27	28	29	30	31	32
AmpC inh no detg	-6%	-27%	-9%	-33%	-19%	-20%	88%[activator]	.
HCV inh	.	.	.	.	.	.	.	15%
Giardia FBPA inh	.	.	.	.	.	.	.	.
HCMV antiviral	-12	-97*	7	12	-6	94	13	-8

33	COc1ccccc1NC(=O)C(C)OC(=O)C1CCN(S(=O)(=O)c2ccccc2C(F)(F)F)CC1 (stereo not drawn)
34	CN1CCC[C@H]1CCNc1ccc2c(=O)c3ccccc3n(C)c2c1
35	CC(=O)N1CCc2cc(S(=O)(=O)NC(C(=O)N3CCN(c4ccccc4F)CC3)C(C)C)ccc21 (stereo not drawn)
36	NC(=O)c1ccc(NC(=O)COC(=O)c2ccc(Br)c(S(=O)(=O)N3CCOCC3)c2)cc1
37	Cc1cn(CC(C)C)c(=O)n(-c2ccccc2)c1=O
38	O=C(Cc1c(F)cccc1Cl)NC1CCN(Cc2ccccc2)CC1
39	Cc1cccc(N2CCN(C(=O)C3CCCN(S(=O)(=O)c4c(C)noc4C)C3)CC2)c1C (stereo not drawn)
40	Cc1nc(C(=O)O)sc1C1(C)CC(c2cccc([N+](=O)[O-])c2)=NO1 (stereo not drawn)
Assay by compound	33	34	35	36	37	38	39	40
AmpC inh no detg	.	.	.	.	.	.	.	.
HCV inh	25%	-29%[8.37 µM]	-1%	19%	10%	10%	?	15%
Giardia FBPA inh	.	.	.	.	.	.	.	.
HCMV antiviral	22	25	-27	2	-6	?	-23	4

# Gathered by group: those above with a COOH group
30	O=C(O)c1ccc(-c2noc(-c3cccc(Cl)c3)n2)cc1
40	Cc1nc(C(=O)O)sc1C1(C)CC(c2cccc([N+](=O)[O-])c2)=NO1 (stereo not drawn)
Assay by compound	30	40
AmpC inh no detg	-20%	.
HCV inh	.	15%
Giardia FBPA inh	.	.
HCMV antiviral	94	4

# Continuation:
41	COc1cc(C2c3cc4c(cc3OC(N3CCCC3)C2C)OCO4)cc(OC)c1O (stereo not drawn)
42	O=C(NCc1ccc2c(c1)OCO2)c1ccc2c(c1)S(=O)(=O)c1ccccc1C2=O
43	Cc1cccc(NS(=O)(=O)c2cccc(C(=O)NCC3(N4CCOCC4)CCCCC3)c2)c1
44	COc1cc(-c2nnc3sc(-c4ccncc4)nn23)cc(OC)c1OC
45	COc1ccc(-c2cn3c(C)c(C(=O)NCc4ccc5c(c4)OCO5)sc3n2)cc1
46	COc1cc(C)c2c(c1OC)C(=O)CC2
47	CN(C)Cc1cn(CCC(=O)O)c2ccccc12
48	COc1ccccc1C=NN1CCCCCC1
Assay by compound	41	42	43	44	45	46	47	48
AmpC inh no detg	.	.	.	.	.	.	.	.
HCV inh	?	-13%	?	-5%	-7%	3%	16%	19%
Giardia FBPA inh	.	.	.	.	.	.	.	.
HCMV antiviral	13	25	-11	-17	?	-7	5	-2

49	Cn1c(N2CCOCC2)nc2c1c(=O)n(Cc1ccc(Cl)cc1)c(=O)n2C
50	O=C1NC(=S)S/C1=C\c1cc(Cl)ccc1Cl
51	CN1CCCCCC1=Nc1ccc([N+](=O)[O-])cc1
52	CC1(CCO)C(=O)NC(=S)NC1=O
53	Cc1nc2[nH]c(=O)n(O)c(=O)c2s1
54	O=C(C=Cc1cccc(Cl)c1)c1ccccc1
55	CCCn1nc(C(=O)Nc2cc(OCC)c(N3CCOCC3)cc2OCC)c2ccccc2c1=O
56	Cc1ccc(CN(C)C(=O)c2cccc(S(=O)(=O)N3CCN(c4ccccc4)CC3)c2)cc1
Assay by compound	49	50	51	52	53	54	55	56
AmpC inh no detg	.	.	.	.	.	.	.	.
HCV inh	-5%	?	13%	31%[activator]	31%[activator]	6%	-19%	?
Giardia FBPA inh	.	.	.	.	.	.	.	.
HCMV antiviral	-31	36	19	96	5	-3	-92*	-39

57	C(=NOCCc1ccccc1)c1ccncc1
58	CN(CCc1ccccc1)C(=O)c1ccc(NC(=O)Cc2ccc(NC(=O)C3CCN(C(=O)C4CCCCC4)CC3)cc2)cc1
59	CNC(=O)OCc1nc(SSC(C)(C)C)n(C)c1COC(=O)NC
60	CN1C(=O)C(=O)N(c2cccc(C(F)(F)F)c2)C1=O
61	Cc1cc2c(cc1C)NC(=O)CC(c1ccccc1)=N2
62	c1cc(CNCCN2CCNCC2)ccn1
63	COC(C[C@H]1O[C@H]1C(=O)[C@@H](C)OCc1ccccc1)OC
64	CNc1ncnc2c1cnn2C1CCCCO1 (stereo not drawn)
Assay by compound	57	58	59	60	61	62	63	64
AmpC inh no detg	.	.	.	.	.	.	.	.
HCV inh	-23%	-24%[8.37 µM]	?	9%	20%	14%	-7%	-9%
Giardia FBPA inh	.	.	.	.	.	.	.	.
HCMV antiviral	48	-60*	-76*	-1	-19	-20	-7	-18

65	CC1CC(=O)c2ccccc2C1C (stereo not drawn)
66	COc1ccc2nc3n(c(=O)c2c1)-c1ccc(Cl)cc1C(=O)NC3Cc1ccc(O)cc1 (stereo not drawn)
67	CC(=O)OCC(=O)C1(O)CCC2C3CCC4=CC(=O)CCC4(C)C3(F)C(O)CC21C (stereo not drawn)
68	CSc1ncnc2[nH]ccc12
69	CCCC1(c2ccsc2)NC(=O)NC1=O (stereo not drawn)
70	COc1ccccc1C=C1C(=O)NC(=S)NC1=O
71	CC12CCC3C(CCC4(O)CC(O)CCC34C=O)C1(O)CCC2C1=CC(=O)OC1 (stereo not drawn)
72	CN(C)c1ccc(C=c2c3ccccc3n3c2c2ccccc2[n+]3C)cc1
Assay by compound	65	66	67	68	69	70	71	72
AmpC inh no detg	.	.	.	.	.	.	.	.
HCV inh	6%	?	18%	6%	31%[activator]	26%	?	8.9µM*
Giardia FBPA inh	.	.	.	.	.	.	.	.
HCMV antiviral	-8	0	25	?	-6	-33	-100*	-98*

73	Cc1ccc(C(=O)N2CCN(C/C=C/c3ccccc3)CC2)cc1S(=O)(=O)N1CCOCC1
74	CC(=O)Nc1ccc(OCC(O)CNC(C)C)cc1 (stereo not drawn)
75	CN(Cc1ccccc1)C(=O)c1cccc(NC(=O)Cc2ccc(NC(=O)C3CCCN(C(=O)C4CCCCC4)C3)cc2)c1 (stereo not drawn)
76	COc1ccc2ccccc2c1/C=N/NC(=O)c1cccc(C)c1
Assay by compound	73	74	75	76
AmpC inh no detg	.	.	.	.
HCV inh	-22%	20%	7.9µM*	11µM*
Giardia FBPA inh	.	.	.	.
HCMV antiviral	0	-18	6	7

# The list is partial (hit frequency here may not be typical).
